KCNQ1 block = inhibitors of human KCNQ1 potassium channel. P51787. CHO-K1 KCNQ1, FluxOR thallium flux fluorescence; stronger effect = higher value. B-score at 10 µM. hit rate 1.3% among 310,000. AID 2642;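 active = compounds whose thallium flux B-score, printed positive for inhibition, exceeds three library SD while starting fluorescence stays within three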;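 also: channel opened by potassium depolarization with thallium stimulus after 20 min compound exposure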
HDAC3 inhib = inhibitors of human histone deacetylase 3 | inhibition, % at 8.3 µM | AID 2718 | recombinant HDAC3, fluorogenic peptide/trypsin coupled, fluorescence | hit rate 0.15% among 320,000 | O15379; in the data active = inhibition above about 26%, passing the limit was not always enough; inconclusive = no clear call, values can overlap the other calls
KCNQ1 act = potentiates or activates the human KCNQ1 potassium channel | P51787 | CHO-K1 KCNQ1, thallium flux FluxOR fluorescence; stronger effect = higher value | B-score at 10 µM | hit rate 0.35% among 310,000 | AID 2648;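 active = fluorescence ratio B-score, a plate-corrected score, at least three library SD, with initial intensity B-score within 5 SD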
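Medium – assay buffer, equal DMSO in all wells · Material – CHO-K1 cell line with stable KCNQ1 potassium channel expression · Signal – kinetic FluxOR thallium fluorescence, 10-s 1-Hz baseline, 110-s post-stimulus read · Compound – single concentration per compound, DMSO matched to controls · Schedule – 37 °C overnight plating, 90-min dark dye load, 20-min compound pretreatment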
hERG protect = shields human hERG channel from block by proarrhythmic agents | activation (rescue from dofetilide block), less the hit threshold, % at 10 µM | CHO-hERG, FluxOR thallium flux, dofetilide IC70 present | hit rate 0.51% among 310,000 | Q12809;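 active = activation above the mean of controls blocked by dofetilide plus 5 SD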;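 also: thallium influx through hERG after potassium depolarization seen as dye fluorescence rise; in these data hits start at about 4.7%; inactives centre near -7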
KCNK9 inh = inhibitors of human KCNK9 two-pore domain potassium channel; Q9NPC2; HEK293 KCNK9, FluxOR thallium flux fluorescence; stronger effect = lower value; B-score at 10 µM; hit rate 1.2% among 310,000;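 active = ratio B-score over 3 SD below the library mean, with starting fluorescence within 5 SD of its mean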;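 also: negative B-score means less thallium flux so channel inhibition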
Target sequence (Q9NPC2 whole entry, looked up, the tested form may be a part): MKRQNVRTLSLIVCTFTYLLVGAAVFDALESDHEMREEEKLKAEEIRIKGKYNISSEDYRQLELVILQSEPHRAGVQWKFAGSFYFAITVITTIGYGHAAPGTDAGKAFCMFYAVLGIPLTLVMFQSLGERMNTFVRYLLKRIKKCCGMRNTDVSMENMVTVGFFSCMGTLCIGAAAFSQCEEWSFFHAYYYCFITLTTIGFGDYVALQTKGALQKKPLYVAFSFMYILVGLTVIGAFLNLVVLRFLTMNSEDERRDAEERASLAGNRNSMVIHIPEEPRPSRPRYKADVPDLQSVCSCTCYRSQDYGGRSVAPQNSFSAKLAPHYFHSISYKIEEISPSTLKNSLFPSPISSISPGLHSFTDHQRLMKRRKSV
TMEM16A inh = inhibitors of mouse TMEM16A calcium-activated chloride channel; HEK293 TMEM16A/YFP iodide influx fluorescence, ionomycin; normalized B-score (activity score, 25-100; higher = stronger inhibition) at 10 µM; hit rate 1.2% among 310,000;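 active = ratio plate-corrected score three or more library SD toward inhibition, starting fluorescence score within five deviations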;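 also: score derived from kinetic fluorescence span divided by baseline fluorescence per well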
RGS4 pot = potentiators or activators of RGS4 | AID 463111 | HEK293 M3R/inducible RGS4, carbachol calcium flux Fluo4; stronger effect = lower value | hit rate 0.92% among 310,000 | B-score at 10 µM;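 active = B-score of the integrated calcium signal more than 4 SD below the library mean, with starting fluorescence not abnormally high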;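 also: negative B-score means reduced calcium response which marks RGS4 activation or potentiation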
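Detection: kinetic calcium fluorescence imaging with Fluo4-AM dye, 2 µM / Material: HEK293 cells with stable M3R and inducible RGS4 / Schedule: recording 10 s baseline at 1 Hz, 100 s post-agonist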
KCNK3 inh = human KCNK3 channel inhibition, primary screen | hit rate 0.84% among 340,000 | CHO-KCNK3 thallium flux, FluxOR fluorescence; stronger effect = lower value | B-score at 10 µM | AID 602410 | O14649;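 active = B-score under library mean minus 4 SD, starting fluorescence ratio at most library mean plus 5 SD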;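 also: more negative B-score means stronger inhibition of thallium flux through KCNK3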
Target sequence (O14649 whole entry, looked up): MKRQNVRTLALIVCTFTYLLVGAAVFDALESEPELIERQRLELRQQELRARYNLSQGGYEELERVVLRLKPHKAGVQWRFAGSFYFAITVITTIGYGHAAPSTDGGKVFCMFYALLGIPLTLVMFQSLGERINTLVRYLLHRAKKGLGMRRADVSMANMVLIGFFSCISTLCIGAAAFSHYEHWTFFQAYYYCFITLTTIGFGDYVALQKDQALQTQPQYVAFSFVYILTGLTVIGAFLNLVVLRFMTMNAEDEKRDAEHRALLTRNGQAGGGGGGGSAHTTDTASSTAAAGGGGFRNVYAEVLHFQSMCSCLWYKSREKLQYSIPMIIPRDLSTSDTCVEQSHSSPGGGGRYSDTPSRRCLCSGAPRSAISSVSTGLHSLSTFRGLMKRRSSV
ANO1 activ = activators or potentiators of mouse TMEM16A chloride channel. Q8BHY3. HEK293 TMEM16A/YFP-H148Q/I152L, iodide quench fluorescence; stronger effect = lower value. B-score at 10 µM. hit rate 0.3% among 340,000. AID 623877;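 active = fluorescence-ratio B-score plate-corrected deviation score at least 3 library SD below zero, with starting fluorescence score within 5 deviations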;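 also: channel opened by trigger with iodide after compound preincubation; score built on the fluorescence ratio of max minus min over baseline; more negative score means more quench and so TMEM16A activation or potentiation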
SKKanGAS inh = blocks kanamycin growth of S. pyogenes SKKanGAS strain; BacTiter-Glo, 6 h; hit rate 1.3% among 300,000; AID 1662; inhibition, % at 7.5 µM;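 active = mean replicate score, as percent of positive control median, at least 50; inconclusive = mean below 50 but one replicate at or above 50; inactive = mean and every replicate below 50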;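 also: strain carries kanamycin resistance gene driven by streptokinase promoter and grows in 40 µg/ml kanamycin; loss of luminescence reflects streptokinase promoter inhibition or plain growth inhibition; 0% = median of DMSO wells and 100% = positive control at its reference dose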
RGS4 inh = inhibitors of human RGS4 | P49798 | HEK293 M3R/RGS4 inducible, Fluo-4 calcium flux; stronger effect = higher value; triggered by carbachol at its EC20 | B-score at 10 µM | hit rate 0.45% among 310,000 | AID 463165;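 active = B-score, a plate-corrected calcium signal, over three deviations above library mean, with baseline fluorescence within five deviations of library mean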;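 also: RGS4 expression induced by doxycycline in cells with stable M3 receptor; B-score is computed from the integrated fluorescence ratio over baseline after carbachol; higher B-score means a larger calcium signal and so more RGS4 inhibition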
Target sequence (P49798 whole entry, looked up): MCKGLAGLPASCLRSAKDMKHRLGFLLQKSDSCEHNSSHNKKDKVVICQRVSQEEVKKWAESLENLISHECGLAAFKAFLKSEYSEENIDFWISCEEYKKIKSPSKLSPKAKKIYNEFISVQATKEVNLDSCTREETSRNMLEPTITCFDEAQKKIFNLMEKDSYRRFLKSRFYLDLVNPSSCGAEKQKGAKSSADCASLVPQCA
Numbers without * were called inactive; i = inactive; ? = inconclusive; . = no result given. This is a random part of the collection. About 6.3% of those tested had a hit in this group.

SMILES	KCNQ1 block	HDAC3 inhib	KCNQ1 act	hERG protect	KCNK9 inh	TMEM16A inh	RGS4 pot	KCNK3 inh	ANO1 activ	SKKanGAS inh	RGS4 inh
CC12CC(c3ccccc3O1)N(C(=O)c1ccc(Br)o1)C(=O)N2c1ccccc1 (configuration not stated)	i	-6	i	-12	i	i	i	i	i	-3	i
CCOC(=O)Nc1ccc2c(c1)N(C(=O)CCN1CCN3CCCC3C1)c1ccccc1CC2 (configuration not stated)	i	-6	i	-2	i	i	i	i	i	-3	i
Cc1ccccc1C([O-])=Nc1ccc[n+](-c2nc3ccccc3nc2NS(=O)(=O)c2ccccc2)c1	i	13	i	-12	i	i	i	.	.	17	i
CCS(=O)(=O)N1CCCC(C(=O)NC2CCC(C)CC2)C1 (configuration not stated)	i	5	i	-6	i	i	i	i	i	2	i
COc1cccc(Cn2c(-c3nonc3N)nc3ccccc32)c1	i	18	i	-9	i	i	i	i	i	-2	i
Cc1ccc(F)c(CNC(=O)C2CCC(=O)N(Cc3ccccn3)C2)c1F (configuration not stated)	i	0	i	-3	i	i	i	i	i	-8	i
O=C(Nc1cc(Cl)cc(Cl)c1)Nc1cnccn1	i	.	i	-14	i	i	i	i	i	?	i
Cc1ccc(C)c(NC(=O)CSc2nnc(-c3ccccc3)n2N)c1	i	-1	i	-12	i	i	i	i	i	-6	i
CC(C)(C)OC(=O)N1CC(O)CC1C(=O)OCC(=O)c1ccc(-c2ccccc2)cc1 (configuration not stated)	i	6	i	-14	i	i	i	i	i	15	i
O=C(Cc1cccs1)NC(c1ccccc1)c1ccccc1	i	8	i	-9	i	i	i	i	i	2	i
O=Nc1c(O)[nH]c2ccc(Cl)cc12	i	-3	i	-12	i	i	i	i	i	-13	i
COc1ccc(N2CCN(c3ncccn3)CC2)cc1	i	0	i	0	i	i	i	i	i	1	i
O=C(NCc1csc(-c2cccs2)n1)C1CCCCC1	i	-11	i	-1	i	i	i	i	i	7	i
CN(CCNC(=O)c1cc2c(-c3ccccc3F)nn(C)c2s1)C1CCCCC1	i	-35	i	-13	i	i	i	i	i	-3	i
COc1ccc(CCN2CC(C(=O)N3CCSCC3)CCC2=O)cc1 (configuration not stated)	i	-4	i	-5	i	i	i	i	i	14	i
COc1ccc(C(=O)COC(=O)[C@H](C)Nc2ccc(C(F)(F)F)cc2[N+](=O)[O-])cc1	i	-1	i	-7	i	i	i	i	i	5	i
C1CCC2=NCCCN2CC1	i	10	i	-9	i	i	i	i	i	0	i
CC(C)c1ccc(C2C(C(=O)c3ccco3)=C(O)C(=O)N2CCN2CCOCC2)cc1 (configuration not stated)	i	5	i	-5	i	i	i	i	i	4	i
O=C1COc2ccc(N3C(=O)c4ccccc4C3=O)cc2N1	i	3	i	-3	i	i	i	.	.	0	i
COc1cccc(NC(=O)C2CCN(S(=O)(=O)c3ccc4c(c3)NC(=O)CO4)CC2)c1	i	.	i	-5	i	i	i	i	i	-8	i
Cc1cc2ncn(-c3ncnc4scc(-c5ccccc5)c34)c2cc1C	i	5	i	-22	i	i	i	i	i	7	i
O=C(CS(=O)CC(=O)N(c1ccccc1)C(C(=O)NC1CCCCC1)c1ccco1)Nc1ccc(F)cc1 (configuration not stated)	i	-1	i	-1	i	i	i	i	i	7	i
O=C(N/N=C/c1ccc([N+](=O)[O-])o1)C1CCCC1	i	1	i	-12	i	i	i	i	i	-8	i
O=C(NCC1CCCO1)c1cc2n(n1)C(C(F)(F)F)CC(c1ccc(Br)cc1)N2 (configuration not stated)	i	3	i	-13	i	i	i	i	i	0	i
COC(=O)c1ccc(C(=O)Nc2ccc3nc(-c4ccncc4)[nH]c3c2)cc1	i	-5	i	-7	i	i	i	i	i	32	i
COCc1c(Br)c(C)nc(OCC(=O)N/N=C/c2ccco2)c1C#N	i	1	i	-9	i	i	i	i	i	0	i
CC(OC(=O)c1ccccc1C(=O)N(C)c1ccccc1)C(=O)Nc1ccccc1[N+](=O)[O-] (configuration not stated)	i	4	i	-21	i	i	i	i	i	-5	i
COc1ccc(NC(=O)c2cccnc2N2CCOCC2)cc1	i	-4	i	-10	i	i	i	i	i	-7	i
O=C(O)/C=C/C(=O)c1c(-c2ccccc2)[nH]c2ccccc12	i	3	i	0	i	i	i	i	i	-9	i
Cc1c(OCC(=O)NCCCn2ccnc2)ccc2c3c(c(=O)oc12)CCCC3	i	-13	i	-10	i	i	i	i	i	5	i
C=CCn1c(-c2cccn(Cc3ccccc3)c2=O)n[nH]c1=S	i	-9	i	-8	i	i	i	i	i	0	i
CCOc1ccc(N(CC(=O)NCc2ccccc2)C(=O)CCC(=O)Nc2nccs2)cc1	i	1	i	-2	i	i	i	i	i	-3	i
CC(C)CNC(=O)C(=O)Nc1cc2c3c(c1)C(C)C(=O)N3CCC2 (configuration not stated)	i	-3	i	-6	i	i	i	i	i	-3	i
Cc1ccccc1NC(=S)N1CCN(c2ccccc2C)CC1	i	-2	i	-5	i	i	i	i	i	-1	i
CC1(C)Cc2ccccc2-c2nnc(C(F)(F)F)n21	i	8	i	0	i	i	i	i	i	-6	i
COCc1c(C(=O)N/N=C/c2ccncc2)nnn1-c1nonc1N	i	1	i	-5	i	i	i	i	i	0	i
c1ccc(-n2nnnc2Sc2ncnc3sc4c(c23)CCCC4)cc1	i	0	i	-4	i	i	i	i	i	6	i
C=CCc1ccccc1OCC(O)CN1CCN(c2ccccc2OC)CC1 (configuration not stated)	i	-2	i	-7	i	i	i	i	i	-14	i
O=C(Nc1ccc(-c2cn3c(n2)SCC3)cc1)c1ccco1	i	0	i	-7	i	i	i	i	i	-3	i
CCOc1ccccc1NC(=O)CN1CCN(Cc2ccccc2)CC1	i	2	i	-9	i	i	i	i	i	1	i
Cc1sc(NC(=O)CSc2nnc(C(C)C)n2C)c(C#N)c1C	i	-2	i	-7	i	i	i	i	i	3	i
COc1ccc(CNCc2cn(-c3cccc(F)c3)nc2-c2ccc(C)o2)cc1	i	-5	i	-26	i	i	i	i	i	6	i
COc1ccc(Cn2c(=O)sc3ccccc32)cc1OC	i	2	i	-12	i	i	i	i	i	-2	i
O=C(NNC(=S)NCc1ccco1)c1cccs1	i	-13	i	-11	i	i	i	i	i	1	i
Cc1ccc(C)c(Cn2c(=O)n(CCC(=O)NCc3ccco3)c(=O)c3sccc32)c1	i	0	i	-14	i	i	i	i	i	-6	i
Cc1nn(C)cc1CNC(=O)C1CCC(=O)N(Cc2cccc(C(F)(F)F)c2)C1 (configuration not stated)	i	-2	i	-2	i	i	i	i	i	-5	i
Cc1cccc(-c2nsc(SCC(=O)N3CCCC3)n2)c1	i	2	i	-13	i	i	i	i	i	-4	i
O=C(CCCn1c(=S)[nH]c2cc3c(cc2c1=O)OCO3)NCc1ccco1	i	4	i	-6	i	i	i	i	i	2	i
O=C(CCNS(=O)(=O)c1ccc(OC(F)(F)F)cc1)N1CCN(C/C=C/c2ccccc2)CC1	i	11	i	-22	i	25*	i	i	i	-3	i
O=C(N1CCN(c2ccccc2)CC1)C1(c2cccs2)CCOCC1	i	-2	i	-12	i	i	i	i	i	-4	i
CN(C)c1ccc(NC(=O)CSc2nnc(-c3ccco3)c(-c3ccco3)n2)cc1	i	-14	i	-13	i	i	i	i	i	0	i
CN(C)CCCN(C(=O)c1ccc(Br)s1)c1nc2cc3c(cc2s1)OCO3	i	4	i	-17	i	i	i	i	i	6	i
O=C(O)CCCCCNS(=O)(=O)c1ccc2c3c(cccc13)C(=O)N2	i	-18	i	-5	i	i	i	i	i	0	i
Cc1nc2sccn2c(=O)c1S(=O)(=O)NCc1ccccc1Cl	i	5	i	-12	i	i	i	i	i	-4	i
O=C(O)C1Cc2ccccc2-c2ccccc2C1	i	-1	i	-6	i	i	i	i	i	-5	i
COc1cccc(OC)c1OCCCCN1CCC(Cc2ccccc2)CC1	i	-5	i	-23	i	i	i	i	i	1	i
c1coc(-c2ccnc3nc(-n4cccc4)nn23)c1	i	-3	i	-11	i	i	i	i	i	2	i
CCCCNC(=O)CN(c1cccc(Br)c1)S(C)(=O)=O	i	-9	i	-8	i	i	i	i	i	-1	i
Cn1nc(N)c2c(-c3ccccc3)c(C#N)c(N)nc21	i	-2	i	-7	i	i	i	i	i	0	i
C#CCOCCOCCOCCNc1nc(N2CCN(C(=O)[C@H](Cc3ccc(O)cc3)n3cc([C@@H](N)CC(C)C)nn3)CC2)nc(N2CCN(C(=O)[C@H](Cc3ccc(O)cc3)n3cc([C@@H](N)CC(C)C)nn3)CC2)n1	i	3	i	-3	i	i	i	.	.	0	i
CNC(=O)c1ccsc1NC(=O)CS(=O)(=O)c1ccc(Cl)cc1	i	11	i	-7	i	i	i	i	i	-10	i
CC1CCCC(C)N1S(=O)(=O)c1ccc(S(=O)(=O)N2CCOCC2)cc1 (configuration not stated)	i	3	i	-8	i	i	i	i	i	1	i

Another view of some results above:
Structure | KCNQ1 block | HDAC3 inhib | KCNQ1 act | hERG protect | KCNK9 inh | TMEM16A inh | RGS4 pot | KCNK3 inh | ANO1 activ | SKKanGAS inh | RGS4 inh
Cc1nc2sccn2c(=O)c1S(=O)(=O)NCc1ccccc1Cl | i | 5 | i | -12 | i | i | i | i | i | -4 | i
Cn1nc(N)c2c(-c3ccccc3)c(C#N)c(N)nc21 | i | -2 | i | -7 | i | i | i | i | i | 0 | i
CCCCNC(=O)CN(c1cccc(Br)c1)S(C)(=O)=O | i | -9 | i | -8 | i | i | i | i | i | -1 | i
COc1cccc(OC)c1OCCCCN1CCC(Cc2ccccc2)CC1 | i | -5 | i | -23 | i | i | i | i | i | 1 | i
CNC(=O)c1ccsc1NC(=O)CS(=O)(=O)c1ccc(Cl)cc1 | i | 11 | i | -7 | i | i | i | i | i | -10 | i

Screens as filed in PubChem BioAssay.
